Assay outcomes (PubChem)
N370S GC – N370S glucocerebrosidase modulation, Gaucher chaperone candidate. AID 2101. 0.092% of 330,000 active. N370S GC spleen homogenate, 4MU-glucoside fluorescence. Potency, µM (doses to about 59.4 µM), inactives show top-dose activity change, negative = inhibition, most hits filed as inhibitors;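 also: 0% = full enzyme activity and -100% = no enzyme basal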
FEN1 inhibitor – human FEN1 inhibition; P39748; Recombinant FEN1 flap cleavage, fluorescence, 15 min; Potency, µM (series often up to 114 µM), without a hit: at the top dose activity change, negative = inhibition, most hits filed as inhibitors; 0.35% of 390,000 active; AID 588795; also: nearly all actives have a fitted effect of over 65% in size
Target sequence (P39748 whole entry, looked up): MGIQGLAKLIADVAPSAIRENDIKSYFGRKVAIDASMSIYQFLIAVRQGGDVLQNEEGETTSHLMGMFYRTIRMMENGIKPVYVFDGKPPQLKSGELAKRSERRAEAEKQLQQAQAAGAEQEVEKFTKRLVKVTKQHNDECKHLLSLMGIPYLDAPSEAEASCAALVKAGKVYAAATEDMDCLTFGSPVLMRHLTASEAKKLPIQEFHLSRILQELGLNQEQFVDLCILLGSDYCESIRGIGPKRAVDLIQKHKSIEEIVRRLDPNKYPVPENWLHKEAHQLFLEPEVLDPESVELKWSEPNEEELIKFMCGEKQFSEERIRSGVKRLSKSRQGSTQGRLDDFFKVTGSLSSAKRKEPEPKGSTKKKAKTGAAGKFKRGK
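Recombinant FEN1 (10 nM) was preincubated with pin-transferred compounds for 15 min at room temperature, then flap DNA substrate (50 nM final) was added. Plates were read at 0 and 15 min, and normalized concentration–response data were fitted to a four-parameter Hill equation.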
TDP1 block – blocks human tyrosyl-DNA phosphodiesterase 1 | Q9NUW8 | recombinant TDP1, AlphaScreen DNA substrate cleavage | Potency, µM (titrated, usually from 130 µM), without a hit: at the highest dose activity change, negative = inhibition, actives largely listed as inhibitors | 0.28% of 350,000 active; also: nearly all actives have a fitted effect of over 40% in size
Target sequence (Q9NUW8 whole entry, looked up): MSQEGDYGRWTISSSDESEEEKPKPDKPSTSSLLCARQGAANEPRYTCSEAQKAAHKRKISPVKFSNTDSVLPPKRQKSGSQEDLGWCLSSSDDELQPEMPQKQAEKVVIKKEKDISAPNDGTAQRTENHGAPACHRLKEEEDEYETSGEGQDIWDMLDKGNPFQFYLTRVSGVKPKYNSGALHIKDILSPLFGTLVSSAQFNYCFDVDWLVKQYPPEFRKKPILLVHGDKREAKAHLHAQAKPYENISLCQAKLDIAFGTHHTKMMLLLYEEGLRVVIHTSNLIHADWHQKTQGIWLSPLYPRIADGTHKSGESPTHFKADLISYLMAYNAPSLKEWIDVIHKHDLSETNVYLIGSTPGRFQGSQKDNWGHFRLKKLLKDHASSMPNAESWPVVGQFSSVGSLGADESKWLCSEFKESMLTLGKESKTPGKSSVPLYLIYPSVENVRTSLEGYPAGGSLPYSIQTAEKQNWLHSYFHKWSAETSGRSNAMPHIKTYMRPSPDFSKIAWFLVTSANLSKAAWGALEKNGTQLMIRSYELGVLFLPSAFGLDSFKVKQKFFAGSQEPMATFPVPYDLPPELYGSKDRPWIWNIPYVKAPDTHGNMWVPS
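Recombinant E. coli-expressed Tdp1 (1 nM) preincubated with compound 15 min at RT, then 5'-biotin/3'-phosphotyrosine-FITC DNA substrate (15 nM) added for 5 min. AlphaScreen beads (10 ug/ml) added, 10 min RT; tyrosine-FITC cleavage read as signal loss.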
Starred values were filed as active, the others as inactive; ? = inconclusive; · = not tested or not shown; & = joins results of further samples; [ ] = another dose, or the depositor's remark. Calls follow the shape of the dose curve; as a rule, active = well fitted curve in the direction sought with a large enough effect; inconclusive = small, poorly fitted or top-dose-only effect, or another doubt; inactive = no such curve, though single readings can be large; an effect the other way counts as inactive or inconclusive. Unless noted, % is scaled to controls: 0 for no effect and ±100 for the full control effect; potency is read from the fitted curve at half-maximal effect.

The first 13 compounds (preview)
SMILES	N370S GC	FEN1 inhibitor	TDP1 block
CC(=O)N1CC[N+](C)(C)CC1	-9%&-3%	·	-4%
Nc1ccc(S(=O)(=O)N2CC3CC(C2)c2cccc(=O)n2C3)cc1 (stereo not drawn)	-7%	1%	0%
COc1ccc(/C=C/C(=O)NC(=S)N2C[C@H]3C[C@H](C2)c2cccc(=O)n2C3)cc1	-1%	-1%	·
CCC/C=C(\CCC)C(NP(=O)(c1ccccc1)c1ccccc1)c1ccccc1 (stereo not drawn)	?	·	9%
CC(=NCc1ccco1)c1c(O)n(-c2ccccc2)c(=O)[nH]c1=O	19%	-3%	-10%
CN(C)CC1CSCCC1(O)c1ccccc1Cl (stereo not drawn)	-6%	-13%	2%
Cc1ccccc1N1C(=O)NC(=O)/C(=C\c2cc(Br)c(N3CCOCC3)o2)C1=O	-6%	-5%	-1%
CCOP(=O)(OCC)C(Cc1ccccc1)NC(C)=O (stereo not drawn)	0%	3%	·
COc1ccc(CCNCc2cccn2C)cc1	-1%	8%	6%
C/C(=N/OC(=O)N(C)C)c1ncc(C(F)(F)F)cc1N1CCOCC1	20%	1%	0%
Cc1ccc2ccccc2c1	-15%	·	15%
CC1=CC(=C2C(=O)NC(=S)NC2=O)C=C(C(F)(F)F)N1Cc1ccccc1	-13%	-8%	3%
CCOc1cc(/C=C2\C(=O)NC(=O)N(CCc3ccc(F)cc3)C2=O)ccc1O	-1%	?	·

The whole of this part, from the first entry:
SMILES	N370S GC	FEN1 inhibitor	TDP1 block
CC(=O)N1CC[N+](C)(C)CC1	-9%&-3%	·	-4%
Nc1ccc(S(=O)(=O)N2CC3CC(C2)c2cccc(=O)n2C3)cc1 (stereo not drawn)	-7%	1%	0%
COc1ccc(/C=C/C(=O)NC(=S)N2C[C@H]3C[C@H](C2)c2cccc(=O)n2C3)cc1	-1%	-1%	·
CCC/C=C(\CCC)C(NP(=O)(c1ccccc1)c1ccccc1)c1ccccc1 (stereo not drawn)	?	·	9%
CC(=NCc1ccco1)c1c(O)n(-c2ccccc2)c(=O)[nH]c1=O	19%	-3%	-10%
CN(C)CC1CSCCC1(O)c1ccccc1Cl (stereo not drawn)	-6%	-13%	2%
Cc1ccccc1N1C(=O)NC(=O)/C(=C\c2cc(Br)c(N3CCOCC3)o2)C1=O	-6%	-5%	-1%
CCOP(=O)(OCC)C(Cc1ccccc1)NC(C)=O (stereo not drawn)	0%	3%	·
COc1ccc(CCNCc2cccn2C)cc1	-1%	8%	6%
C/C(=N/OC(=O)N(C)C)c1ncc(C(F)(F)F)cc1N1CCOCC1	20%	1%	0%
Cc1ccc2ccccc2c1	-15%	·	15%
CC1=CC(=C2C(=O)NC(=S)NC2=O)C=C(C(F)(F)F)N1Cc1ccccc1	-13%	-8%	3%
CCOc1cc(/C=C2\C(=O)NC(=O)N(CCc3ccc(F)cc3)C2=O)ccc1O	-1%	?	·
CC1CN(C(=O)CCC(=O)N2CCC3(CC2)OCCO3)c2cc(Cl)ccc2O1 (stereo not drawn)	-10%	14%	0%
CC(=O)Cc1ccc(OC(C)C)cc1	-2%	5%	0%
COc1ccc(CN2CC=C(c3ccc(F)cc3)CC2)cc1Br	-2%	1%	·
Cc1cc(Oc2cc(NN3CCCCC3)c([N+](=O)[O-])cc2[N+](=O)[O-])ccc1[N+](=O)[O-]	0%	-3%	·
CCC(=NCCO)c1c(O)n(-c2ccc(Cl)cc2)c(=O)[nH]c1=O	5%	-8%	7%
CCCNC(=O)c1c(N)n(Cc2ccco2)c2nc3ccccc3nc12	29%	-1%	-1%
O=C(NC(=O)c1c(F)cccc1F)Nc1cc(Cl)c(F)c(Cl)c1F	2%	-8%	7%
C/C=C(\C)C(=O)N[C@@H](c1ccccc1)[C@@H](O)C(=O)O[C@H]1C[C@@]2(O)[C@@H](OC(=O)c3ccccc3)C3[C@](C)(C(=O)[C@H](O)C(=C1C)C2(C)C)[C@@H](O)C[C@H]1OC[C@@]31OC(C)=O (stereo partly drawn)	-17%	-2%	·
CN1CCN(Cc2nc3ccccc3c(=O)[nH]2)CC1	-2%	0%	2%
CC(=O)c1ccc2c(c1)OCO2	16%	4%	8%
Clc1ccc(C2=CCC[C@H]3CC[C@@H]2N3)cn1	-7%	·	9%[56.1 µM]
COc1ccc2cc1Oc1ccc(cc1)CC1c3cc(c(OC)cc3CCN1C)Oc1c(OC)c(OC)cc3c1C(C2)N(C)CC3 (stereo not drawn)	-3%	·	15%[56.1 µM]
c1ccc(C2(N3CCCCC3)CCCCC2)cc1	·	4%	1%
C=CCN=C(SCC(=O)c1ccc(Cl)cc1)c1c(O)n(C)c(=O)n(C)c1=O	-5%	-15%	·
Oc1ccc2c3c1O[C@H]1c4[nH]c5c(c4C[C@@]4(O)[C@@H](C2)N(CC2CC2)CC[C@]314)C[C@]1(O)[C@H]2Cc3ccc(O)c4c3[C@@]1(CCN2CC1CC1)[C@@H]5O4	6%	·	12%[56.1 µM]
O=C(Cc1ccccc1)N1CCN(Cc2ccccc2Cl)CC1	-16%	-9%	·
CC(=NCCCn1ccnc1)c1c(O)n(-c2ccccc2)c(=O)[nH]c1=O	-3%	5%	-1%
Clc1ccc(N2CCNCC2)nn1	3%	5%	1%
COc1ccc(-c2nc(CS(=O)CC(=O)N3CCC4(CC3)OCCO4)c(C)o2)cc1 (stereo not drawn)	-8%	-10%	-5%
CCC(=Nc1ccc(OC)cc1OC)c1c(O)[nH]c(=O)[nH]c1=O	-16%	-4%	-1%
Cc1ccc(N2C(=O)NC(=O)C(CCc3ccccn3)(Cc3ccc(F)cc3)C2=O)cc1 (stereo not drawn)	-5%	4%	7%
NNC(=O)c1ccc(Cl)cc1	11%	6%	5%
CCCCCn1c(=O)c(C(=O)Nc2ccccc2S(N)(=O)=O)c(O)c2ccccc21	1%	-16%	-3%
Clc1ccc2c(c1)C(OC1CN3CCC1CC3)c1ccccc1CS2 (stereo not drawn)	?	-3%	7%
CCOC(=O)C1=CC(=C2C(=O)N(CC)C(=S)N(CC)C2=O)c2ccccc2O1	6%	-4%	8%
c1cncc(CNC2CCCCC2)c1	-7%	10%	7%
CN1CCN(c2ccc([N+](=O)[O-])c(N3CCCCC3)c2)CC1	-7%	5%	6%
NCC(CC(=O)O)C1CCCCC1 (stereo not drawn)	-3%	-1%	3%
ClC1=C(Cl)C2(Cl)C3C(Cl)C=CC3C1(Cl)C2(Cl)Cl (stereo not drawn)	19%&-4%	15%	-8%&-7%&2%
C1=C(CCNCc2ccccc2)CCCC1	9%	-2%	3%
Nc1ccc(Cc2ccc(N)cc2)cc1	-1%	-4%	19%
O=C1CC(C(=O)N2CCC3(CC2)OCCO3)CN1CCc1ccccc1 (stereo not drawn)	5%	0%	-2%
Cc1cccc(Cn2cccc(C(=O)Nc3ccc(F)cc3F)c2=O)c1	·	-1%	3%
Cc1cc(C)n2nc(C)[n+](C)c2n1	-9%	-1%	10%
CC[C@@]1(O)CC(O)c2c(cc3c(c2O)C(=O)c2c(O)ccc(O)c2C3=O)C1C(=O)OC (stereo partly drawn)	-2%	·	8%[56.1 µM]
CCCCCCN1CCN(c2ccc(Cl)cc2)CC1	4%	12%	2%
Cc1nn(Cc2c(Cl)cccc2Cl)c(Cl)c1C(=O)O	3%	7%	-5%
O=[N+]([O-])c1cc(-n2cnnn2)c(O)c([N+](=O)[O-])c1	-7%	-14%	·
C=CCn1c(O)c(/C=N/NC(=O)c2ccncc2)c(=O)[nH]c1=O	-8%	4%	·
C/C=C1/CN2CC[C@]34C(=C(C=O)[C@H]1C[C@@H]23)Nc1ccccc14	-3%&-9%	·	17%
COC(=O)C1=C(c2ccc(C(C)=O)cc2)C[C@@H]2CC[C@H]1N2C(=O)NCc1ccc2c(c1)OCO2	·	13%	-3%
CC[C@@H]1/C=C/C=C/C[C@H](C)[C@@H](O)[C@](C)(O)C(=O)[C@H](C)[C@@H](O)[C@H](C)C(=O)[C@H](C)[C@@H](O)[C@H](C)/C=C/C(=O)O[C@H]2[C@@H](C)[C@@H](CC1)O[C@@]1(CC[C@@H](C)[C@@H](C[C@H](C)O)O1)[C@@H]2C	-13%	·	13%
COc1cc2c(cc1OC)-c1c(OC)c(OC)cc3c1C(C2)N(C)CC3 (stereo not drawn)	-8%	-24%	2%
CCNC(=O)[C@@H]1O[C@@H](n2cnc3c(N)ncnc32)[C@H](O)[C@H]1O	-3%	·	-6%[56.1 µM]
NC(=O)CSP(=O)(c1ccccc1)c1ccccc1	-18%	1%	-3%
COC(=O)C1=C(c2ccc(-c3ccccc3)c(F)c2)C[C@@H]2CC[C@H]1N2C(=O)N1CCCCC1	·	-1%	0%
CC(C)C(=O)Nc1ccc(S(=O)(=O)N2CC3CC(C2)c2cccc(=O)n2C3)cc1 (stereo not drawn)	-10%	-7%	5%
Additional entries follow:
SMILES	N370S GC	FEN1 inhibitor	TDP1 block
ClCC1CO1 (stereo not drawn)	-6%	·	14%
COc1ccc2c(c1)CC1(CN2C)C(=O)NC(=O)N(CCc2ccccc2)C1=O (stereo not drawn)	1%	-3%	10%
O=P(C(=Nc1ccc(Cl)cc1)N1CCOCC1)(N1CCOCC1)N1CCOCC1	-1%	-3%	5%[56.1 µM]
O=C(OCC(=O)c1ccc([N+](=O)[O-])cc1)/C(=C\c1ccc(Cl)cc1)NC(=O)c1ccccc1	14%	-4%	9%
CC(c1ccccc1)n1cncc1C(=O)O (stereo not drawn)	-1%	-2%	22µM*
O=C(CCl)Nc1nccs1	-2%	-8%	6%
Cc1ccc(-n2c(/C=C/c3ccccn3)nc3ccccc3c2=O)cc1	3%	7%	·
Fc1ccccc1CCNCc1cccc2ccccc12	5%	-7%	-2%
CC(=O)N1N=C2C3CCN(CC3)C2C1c1cccc2ccccc12 (stereo not drawn)	-12%	19%	4%
COCCNC(=O)CN1C(=O)C(C)N=C(c2ccccc2)c2cc(Cl)ccc21 (stereo not drawn)	-11%	0%	·
C[C@]12CC[C@@H](O)CC1=CC(=O)C1C2CC[C@]2(C)C(=O)CCC12 (stereo partly drawn)	·	3%	1%
CC1(C)C(O)CC(O)[C@]2(C)C1CC(=O)[C@]1(C)C2CC[C@@]2(C)C(c3ccoc3)OC(=O)C3OC321 (stereo partly drawn)	-10%	·	11%
CN1CCN(c2ncnc3nc[nH]c23)CC1	17%	10%	6%
O=C(Nc1ccccc1OC(=O)N1CCCCC1)N1CCCCC1	5%	6%	5%
CCN(CC)c1ccc(N=Cc2c(O)[nH]c(=O)[nH]c2=O)cc1	-2%	-17%	0%
COC(=O)c1ccc(NC(=O)NC(=O)Oc2ccccc2)cc1	·	0%	0%
NNC(N)=O	-6%&4%&1%	-1%	2%&12%
CCN(CC)c1nc(C)cc(OP(=S)(OC)OC)n1	-2%	·	8%
O=C1NC(=S)NC(=O)C1=Cc1ccc(OCC(=O)N2CCCC2)cc1	1%	-16%	-16%
COc1cc(OC)c(C=O)c(OC(=O)N(C)C)c1	-7%	6%	-3%
COc1ccc(C(=O)NCCn2cc(SC(C)c3ccccc3)c3ccccc32)cc1OC (stereo not drawn)	·	?	5%
C=CCN1C(=O)NC(=O)/C(=C/c2ccc(OCC(=O)Nc3ccc(C)cc3)cc2)C1=O	-8%	?	-20%
CCOc1ccc(N=Cc2c(O)n(CCc3ccc(OC)c(OC)c3)c(=O)[nH]c2=O)cc1	10%	2%	4%
c1ccc(NC2=NCCS2)cc1	8%	-6%	·
CC(C)OCC(O)CN1CC2C[C@@H](C1)Cn1c2cccc1=O (stereo partly drawn)	-5%	18%	·
COc1ccc(N2C(=O)/C(=C/c3ccc(N(C)C)o3)C(=O)NC2=S)cc1	-15%	14%	·
Cc1ccc2c(c1)=C/C(=C\c1c(O)[nH]c(=O)[nH]c1=O)C(=O)N=2	2%	-4%	3%
C=C1CC2C(CC[C@]3(C)C(=O)CCC23)[C@]2(C)C=CC(=O)C=C12 (stereo partly drawn)	-4%	·	9%
O=C(CN1CCCC1=O)NCCc1ccccc1	2%	2%	0%
C=C(Cl)Cl	2%	·	14%
O=C(c1ccccc1F)c1cn(Cc2ccccc2)c2ccccc12	-13%	-6%	-6%
CCOC(=O)c1cc(-c2ccccc2)n(CCCC(=O)Nc2ccc(C)c(C)c2)c1C	·	?	8%
Cc1ccc(-n2c(/C=C\c3ccc(F)cc3)nc3ccccc3c2=O)cc1Cl	·	20%	5%
CN1CCN(c2ccc(S(=O)(=O)C(F)(F)F)cc2[N+](=O)[O-])CC1	-4%	6%	3%
O=C(Nc1ccc(Cl)cc1)OC1CN2CCC1CC2 (stereo not drawn)	-12%	8%	6%
C=CCn1c(O)c(C(C)=Nc2ccc(NC(C)=O)cc2)c(=O)[nH]c1=O	-2%	5%	4%
COC(=O)C(O)(c1ccc(NC(=S)NC(=O)c2ccc(Cl)cc2Cl)c(C)c1)C(F)(F)F (stereo not drawn)	-22%	-15%	5%

Not all compounds are listed. The share of hits here may be higher or lower than overall.
